# HT1080 IDH1KD tx: HT-1080 IDH1 knockdown cell toxicity (counter line); HT-1080 IDH1 knockdown viability, ATP luminescence, 48 h; 2% of 360,000 active; Potency, µM (titrated, usually from 46.1 µM), without a hit: top-dose activity, negative = toxicity, usual class: cytotoxic;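 note: potency is the fitted concentration of half-maximal effect; 0% = DMSO wells and -100% = cell-free medium wells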
#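 In this qHTS, HT-1080 cells depleted of IDH1 are exposed for 48 h at 37 °C to compound titrations. Toxicity is scored from CellTiter-Glo luminescence, with DMSO as full viability and medium alone as none.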
# MCF10A rereplic: induces DNA re-replication in MCF 10a normal breast cells; 2.9% of 350,000 active; AID 624296; Potency, µM (top dose mostly 46.1 µM), inactives show at the top dose activity, positive = re-replication, most hits filed as activators; MCF 10A DNA re-replication, Hoechst nuclear intensity, 48 h; note: potency is the fitted concentration of half-maximal effect; % of control where 0% means no effect; nearly all actives have a fitted effect of over 50% in size
# WRN helicase inh: blocks human WRN helicase | Potency, µM (titrated, usually from 114 µM), for inactives: at the top dose activity change, negative = inhibition, usual class: inhibitors | WRN helicase unwinding, fluorescent forked duplex, kinetic | 0.46% of 360,000 active | Q14191; note: potency is the fitted concentration of half-maximal effect; % is set by controls: 0 for no effect and ±100 for the full control effect; nearly all actives have a fitted effect of over 55% in size
# Target sequence (Q14191 whole entry, looked up): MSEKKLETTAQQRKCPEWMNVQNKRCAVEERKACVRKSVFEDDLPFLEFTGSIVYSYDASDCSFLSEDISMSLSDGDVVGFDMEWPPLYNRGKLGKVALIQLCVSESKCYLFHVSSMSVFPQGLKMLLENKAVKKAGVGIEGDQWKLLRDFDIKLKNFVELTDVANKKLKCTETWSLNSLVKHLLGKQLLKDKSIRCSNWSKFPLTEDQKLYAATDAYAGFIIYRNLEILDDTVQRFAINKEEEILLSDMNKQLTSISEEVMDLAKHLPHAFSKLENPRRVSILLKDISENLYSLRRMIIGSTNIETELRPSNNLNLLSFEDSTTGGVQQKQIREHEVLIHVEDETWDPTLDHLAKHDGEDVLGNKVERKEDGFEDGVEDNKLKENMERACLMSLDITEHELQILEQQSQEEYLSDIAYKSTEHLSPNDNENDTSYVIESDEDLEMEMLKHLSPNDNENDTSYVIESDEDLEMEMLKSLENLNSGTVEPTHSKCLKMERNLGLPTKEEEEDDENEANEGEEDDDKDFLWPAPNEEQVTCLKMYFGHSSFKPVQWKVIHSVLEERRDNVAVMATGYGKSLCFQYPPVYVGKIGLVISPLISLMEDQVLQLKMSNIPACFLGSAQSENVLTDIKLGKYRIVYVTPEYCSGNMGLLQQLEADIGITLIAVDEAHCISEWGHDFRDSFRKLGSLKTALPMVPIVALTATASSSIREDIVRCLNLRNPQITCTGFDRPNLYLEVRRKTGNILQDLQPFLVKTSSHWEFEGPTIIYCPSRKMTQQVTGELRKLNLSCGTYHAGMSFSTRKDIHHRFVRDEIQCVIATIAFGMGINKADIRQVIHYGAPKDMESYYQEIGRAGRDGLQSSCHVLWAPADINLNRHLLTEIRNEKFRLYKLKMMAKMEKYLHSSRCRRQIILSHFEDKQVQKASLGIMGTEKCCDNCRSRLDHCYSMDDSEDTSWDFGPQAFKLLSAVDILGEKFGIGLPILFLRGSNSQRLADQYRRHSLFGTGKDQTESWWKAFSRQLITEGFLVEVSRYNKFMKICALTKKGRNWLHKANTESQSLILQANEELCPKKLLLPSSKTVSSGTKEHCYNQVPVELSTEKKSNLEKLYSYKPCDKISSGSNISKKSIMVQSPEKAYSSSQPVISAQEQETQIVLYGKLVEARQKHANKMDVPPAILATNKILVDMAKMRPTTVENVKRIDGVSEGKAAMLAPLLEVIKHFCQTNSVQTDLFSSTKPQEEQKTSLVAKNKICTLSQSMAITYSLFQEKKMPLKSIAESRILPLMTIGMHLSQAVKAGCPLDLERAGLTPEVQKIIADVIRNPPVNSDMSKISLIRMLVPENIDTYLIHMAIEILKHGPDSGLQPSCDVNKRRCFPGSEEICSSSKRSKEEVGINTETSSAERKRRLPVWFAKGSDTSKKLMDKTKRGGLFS
#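 WRN at 20 nM final was preincubated with compound for 15 min at room temperature; reaction started with 100 nM forked duplex oligonucleotide carrying fluorophore and quencher plus 2 mM ATP (final). Unwinding followed kinetically by red fluorescence (ex 525/em 598 nm).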
# KB-V1 cytotox: KB-V1 MDR subline cytotoxicity; Potency, µM (highest dose often 46.1 µM), for the others: at the top dose activity change, negative = cytotoxicity, hits mostly cytotoxic; KB-V1 MDR cells viability, CellTiter-Glo, 72 h; 3.4% of 400,000 active; note: potency is the fitted concentration of half-maximal effect; % is set by controls: 0 for no effect and ±100 for the full control effect; nearly all actives have a fitted effect of over 60% in size
#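 Drug-selected KB-V1 cells, grown in DMEM lacking phenol red with 10% FBS, receive compound titrations; after three days at 37 degrees C, surviving cell ATP is quantified by CellTiter-Glo luminescence and responses normalized and curve-fitted.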
# IL1B secr inh: inhibitors of inflammasome signaling (IL-1 beta secretion) | THP-1 LPS/ATP IL-1B secretion, AlphaLISA, 16 h; active compounds read low | activity change, % at 57.5 µM | 4.7% of 360,000 active | AID 743279; in the data active = activity change below about -50%; inconclusive = mostly about -30% to -49%; note: % is set by controls: 0 for no effect and ±100 for the full control effect
#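 Secreted IL-1B measured by AlphaLISA bead assay after 16 h compound exposure of THP-1 cells; compounds (final up to 57.5 uM) added 1 h before LPS (250 ng/mL) and ATP (1.25 mM) stimulation; lower signal means less secretion.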
# SW480 rereplic: induces DNA re-replication in SW480 colon adenocarcinoma cells; SW480 DNA re-replication, Hoechst DNA content imaging, 48 h; Potency, µM (highest dose often 46.1 µM), inactives show top-dose re-replication activation, actives largely listed as activators; 1.8% of 340,000 active; note: potency is the fitted concentration of half-maximal effect; % of control where 0% means no effect; nearly all actives have a fitted effect of over 55% in size
#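 Hoechst fluorescence of nuclei (405 nm excitation, 500-530 nm emission) measured by plate-scanning imager after 48 hr compound exposure at 37 C; re-replication scored as increased number of nuclei with elevated intensity.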
# KB-3-1 cytotox: kills parental KB-3-1 adenocarcinoma cells; 1.4% of 400,000 active; Potency, µM (series often up to 46.1 µM), without a hit: top-dose activity change, negative = cytotoxic, most hits filed as cytotoxic; KB-3-1 viability, CellTiter-Glo ATP luminescence, 72 h; note: potency is the fitted concentration of half-maximal effect; % is set by controls: 0 for no effect and ±100 for the full control effect; nearly all actives have a fitted effect of over 60% in size
#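 Here the drug-naive KB-3-1 line serves as comparator for MDR sub-line selectivity; cells received compound titrations, 72 h at 37 °C, then CellTiter-Glo readout.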
# ATXN2 expr inh: inhibitors of ATXN2 expression; HEK-293 ATXN2-luciferase reporter, luminescence, 24 h; Potency, µM (doses to about 57 µM), for inactives: top-dose activity change, negative = inhibition, usual class: inhibitors; 0.72% of 360,000 active; AID 1745845; note: potency is the fitted concentration of half-maximal effect; % is set by controls: 0 for no effect and ±100 for the full control effect; nearly all actives have a fitted effect of over 55% in size
#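 qHTS (up to 57 uM final) was run with 24 h compound exposure of reporter cells at 37 °C. Each well was multiplexed: SteadyGlo luminescence measured ATXN2-luciferase expression after a fluorogenic Gly-Phe-AFC viability readout (25 uM final).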
# HT1080-NT tox: kills 2HG-producing HT-1080-NT fibrosarcoma cells. HT-1080-NT fibrosarcoma viability, CellTiter-Glo ATP luminescence, 48 h. Potency, µM (series often up to 46.1 µM), inactives show top-dose activity, negative = less viability, actives largely listed as cytotoxic. 1.6% of 360,000 active;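 note: NT is the 2HG producing partner of a matched IDH1 knockdown line; potency is the fitted concentration of half-maximal effect; 0% = DMSO-treated cells and -100% = media-only wells without cells; nearly all actives have a fitted effect of over 55% in size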
#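 HT-1080-NT; 750 cells/well; 5% FBS RPMI; 48 h compound, 37 degrees C; CellTiter-Glo luminescence; curve fitting and curve-class assignment.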
# * hit, by the source's call; ? = inconclusive; nt = no result given; [ ] = another dose, or the depositor's remark. Unless noted, calls come from the whole dose curve; as a rule, active = well fitted curve in the direction sought with a large enough effect; inconclusive = small, poorly fitted or top-dose-only effect, or another doubt; inactive = no such curve, though single readings can be large; an effect the other way counts as inactive or inconclusive. An excerpt (hit frequency here may not be typical).
No.	SMILES	KB-3-1 cytotox	IL1B secr inh	ATXN2 expr inh	HT1080-NT tox	HT1080 IDH1KD tx
1	C/C=C1/C[N+]2(C)CCC34C(=C(C=O)[C@H]1C[C@@H]32)Nc1ccccc14 (stereo partly specified)	0.0%	9.6	2.8%	?	19.4%
2	Cc1ccc(OC(=O)N(C)C[C@@H]2OCc3cnnn3CCCC(=O)N([C@@H](C)CO)C[C@@H]2C)cc1	13.4%	-8.1	-8.6%	3.6%	7.2%
3	COc1ccc(NP(=O)(Oc2ccc(Cl)cc2)Oc2ccc(Cl)cc2)cc1OC	-26.2%	?	-22.0%	?	?
4	CN1CCN(Cc2ccccc2C(F)(F)F)CC1	-11.8%	12.3	5.5%	0.4%	2.9%
5	Cc1nc2ccccc2c(=O)n1-c1cc([N+](=O)[O-])cc([N+](=O)[O-])c1	?	0.0	-0.5%	-6.2%	-4.2%
6	Cn1cc(C(=O)OCC(=O)NC2CCCCC2)c2ccccc21	?	-22.4	0.8%	-5.0%[9.24 µM]	0.6%
7	CNCC(O)c1cc(OCc2ccccc2)c(OCc2ccccc2)cc1F (stereo unspecified)	?	nt	?	nt	nt
8	NS(=O)(=O)c1ccc(N=Cc2c(O)n(C3CCCCC3)c(=O)n(C3CCCCC3)c2=O)cc1	-5.2%	-100.5*	?	?	?
9	COC(=O)C1=C(c2ccc(S(C)(=O)=O)cc2)C[C@@H]2CC[C@H]1N2C(=O)N1CCCCC1	-0.6%	-4.1	5.7%	4.0%	8.1%
10	COc1ccc(CCn2c(O)c(/C=N/N3CCOCC3)c(=O)[nH]c2=O)cc1OC	-5.8%	18.1	nt	-2.0%	0.8%
11	Cc1ccc(C(O)(c2ccc(C)c(C)c2)C2CN3CCC2CC3)cc1C (stereo unspecified)	?	-86.2*	?	?	?
12	CCN(Cc1ccccc1)C(=O)Cn1c(=O)oc2ccccc21	-0.5%	7.7	-22.2%	17.9%	11.5%

No.	MCF10A rereplic	SW480 rereplic	WRN helicase inh	KB-V1 cytotox
1	18.7%	-4.6%	6.0%	2.8%
2	nt	nt	7.2%	8.3%
3	?	9.4%	-3.6%	?
4	0.0%	-3.1%	12.1%	?
5	10.6%	3.6%	1.2%	-27.4%
6	?	5.8%	-7.0%	1.5%
7	25.0%	21.5%	nt	18.4µM*
8	-3.3%	-1.9%	-22.8%	-6.5%
9	16.2%	-1.2%	2.8%	9.0%
10	-0.9%	-1.9%	4.3%	16.7%
11	?	2.2%	7.0%	-5.4%
12	-54.9%[inhibitor]	-1.0%	-4.6%	-23.1%

# The list continues:
No.	SMILES	KB-3-1 cytotox	IL1B secr inh	ATXN2 expr inh	HT1080-NT tox	HT1080 IDH1KD tx
13	COC1=CC(=O)OC(CCc2ccc3c(c2)OCO3)C1 (stereo unspecified)	-0.1%	-19.2	-8.1%	-3.3%	0.3%
14	CC(C)(C)c1ccc(C(=O)NNC(=O)Cc2cccc3ccccc23)cc1	9.5%	-12.2	-6.6%	-21.7%	?
15	CC(C)Sc1nnc([C@@H](N)Cc2ccccc2)o1	-0.3%	-6.0	8.0%	-3.2%	3.5%
16	C/C(=N\N1CCCCCC1)c1c(O)n(C2CCCCC2)c(=O)[nH]c1=O	0.2%	36.5	11.6%	?	-28.3%
17	COc1ccc(NC(=S)NCCN2CCOCC2)cc1	7.9%	2.7	-5.7%	0.9%	6.7%
18	COC(=O)[C@]12OC[C@]34C([C@@H](O)[C@@H]1O)[C@]1(C)CC(=O)C(O)=C(C)[C@@H]1C[C@H]3OC(=O)[C@H](O)[C@@H]24 (stereo partly specified)	?	-23.0	?	?	?
19	COc1ccc(-n2c(-c3ccccc3)nc3ccccc3c2=O)cc1	-0.7%	39.0	-16.7%	13.6%	7.4%
20	C=C(C)CSc1nnc([C@@H](N)Cc2ccccc2)o1	-10.8%	16.5	4.7%	-2.7%	1.8%
21	COC(=O)C1=C(c2ccccc2OCc2ccccc2)C[C@@H]2CC[C@H]1N2C(=O)NCCc1ccc(F)cc1	?	nt	?	?	-24.1%
22	Cc1ncoc1C(=O)NCC1=C(c2ccc3ccccc3c2)C[C@@H]2CC[C@H]1N2Cc1ccco1	7.6%	-11.3	8.1%	-18.2%	2.1%
23	CC1OC(OC2C(O)CC(OC3C(O)CC(OC4CCC5(C)C(CCC6C5CCC5(C)C(C7=CC(=O)OC7)C(O)CC65O)C4)OC3C)OC2C)CC(O)C1O (stereo unspecified)	0.184µM*	-99.4*	0.316µM*	1.03µM*	0.581µM*
24	CN1CCN(C(=O)COc2ccc(S(=O)(=O)NC3CCCCC3)cc2Cl)CC1	1.3%	25.3	6.6%	0.0%	8.9%

No.	MCF10A rereplic	SW480 rereplic	WRN helicase inh	KB-V1 cytotox
13	11.7%	?	2.4%	?
14	?	12.8%	0.5%	10.4%
15	0.7%	-1.1%	5.5%	12.5%
16	-1.0%	-51.8%[inhibitor]	-7.5%	-17.8%
17	-10.2%	-39.4%[inhibitor]	-2.6%	-4.6%
18	14.6µM*	-63.9%[inhibitor]	5.0%	0.9%
19	0.8%	?	-5.7%	2.8%
20	0.6%	-7.9%	-8.2%	16.0%
21	11.2%	5.8µM*	-11.2%	-16.7%
22	nt	nt	4.5%	-0.5%
23	?	1.84µM*	5.2%	?
24	2.2%	6.6%	1.3%	3.1%

# In another format: results already given.
item | canonical_smiles | KB-3-1 cytotox | IL1B secr inh | ATXN2 expr inh | HT1080-NT tox | HT1080 IDH1KD tx | MCF10A rereplic | SW480 rereplic | WRN helicase inh | KB-V1 cytotox
18 | COC(=O)[C@]12OC[C@]34C([C@@H](O)[C@@H]1O)[C@]1(C)CC(=O)C(O)=C(C)[C@@H]1C[C@H]3OC(=O)[C@H](O)[C@@H]24 (stereo partly specified) | ? | -23.0 | ? | ? | ? | 14.6µM* | -63.9%[inhibitor] | 5.0% | 0.9%
19 | COc1ccc(-n2c(-c3ccccc3)nc3ccccc3c2=O)cc1 | -0.7% | 39.0 | -16.7% | 13.6% | 7.4% | 0.8% | ? | -5.7% | 2.8%
20 | C=C(C)CSc1nnc([C@@H](N)Cc2ccccc2)o1 | -10.8% | 16.5 | 4.7% | -2.7% | 1.8% | 0.6% | -7.9% | -8.2% | 16.0%
21 | COC(=O)C1=C(c2ccccc2OCc2ccccc2)C[C@@H]2CC[C@H]1N2C(=O)NCCc1ccc(F)cc1 | ? | nt | ? | ? | -24.1% | 11.2% | 5.8µM* | -11.2% | -16.7%
22 | Cc1ncoc1C(=O)NCC1=C(c2ccc3ccccc3c2)C[C@@H]2CC[C@H]1N2Cc1ccco1 | 7.6% | -11.3 | 8.1% | -18.2% | 2.1% | nt | nt | 4.5% | -0.5%
23 | CC1OC(OC2C(O)CC(OC3C(O)CC(OC4CCC5(C)C(CCC6C5CCC5(C)C(C7=CC(=O)OC7)C(O)CC65O)C4)OC3C)OC2C)CC(O)C1O (stereo unspecified) | 0.184µM* | -99.4* | 0.316µM* | 1.03µM* | 0.581µM* | ? | 1.84µM* | 5.2% | ?
24 | CN1CCN(C(=O)COc2ccc(S(=O)(=O)NC3CCCCC3)cc2Cl)CC1 | 1.3% | 25.3 | 6.6% | 0.0% | 8.9% | 2.2% | 6.6% | 1.3% | 3.1%

# More compounds:
No.	SMILES	KB-3-1 cytotox	IL1B secr inh	ATXN2 expr inh	HT1080-NT tox	HT1080 IDH1KD tx
25	C=CC1CN2CCC1CC2C(O)c1ccnc2ccccc12 (stereo unspecified)	0.0%	-10.6	-3.2%	-0.5%	1.1%
26	COc1cccc(Cn2c(-c3cccs3)noc2=O)c1	-30.1%	-18.9	8.8%	-27.3%	?
27	CC/C(=N\NC(=O)c1ccccc1O)c1c(O)n(Cc2ccccc2)c(=O)[nH]c1=O	19.6%	0.0	17.5%	-13.3%	-19.1%
28	N#CSCC(=O)N1c2ccccc2CCc2ccccc21	?	-51.2*	?	?	23.1µM*
29	Cc1cc2c(C(F)(F)F)cc(=O)oc2c2c1NCCC2	1.8%	0.5	-28.3%	-2.9%	26.1%
30	COc1ccc(C(C)=O)cc1CN1CC=C(c2ccccc2)CC1	-11.9%	21.0	-5.0%	11.0%	-0.1%
31	COc1ccc(C(=O)O)cc1OC	0.0%	-11.0	8.7%	4.1%	4.8%
32	COc1cc(/C=C(/C)[N+](=O)[O-])ccc1OCc1ccccc1Cl	?	-99.3*	25.1µM*	8.2µM*	5.8µM*
33	CCOc1ccc(NC(=O)C2CCCN2C(=O)Oc2ccccc2)cc1 (stereo unspecified)	?	1.0	-6.5%	16.5%	14.3%
34	CCN(CC)C(=O)COc1cc(C)cc2oc(=O)c3c(c12)CCCC3	-14.7%	-50.2*	-11.6%	-4.3%	-4.0%
35	O=c1[nH]c2ccccc2n1C1CCN(C(c2ccccc2OC(F)(F)F)c2nnnn2-c2ccc3c(c2)OCCO3)CC1 (stereo unspecified)	?	-55.7*	12.6µM*	?	23.1µM*
36	CC(Cc1ccc(O)cc1)NCC(O)c1ccc(O)c(O)c1 (stereo unspecified)	22.3%	-29.9	nt	-1.5%	-0.7%

No.	MCF10A rereplic	SW480 rereplic	WRN helicase inh	KB-V1 cytotox
25	-24.5%	1.1%	-3.8%	0.0%
26	?	-24.6%	1.6%	?
27	0.3%	19.5%	-15.8%	0.2%
28	?	?	-19.6%	23.1µM*
29	0.6%	?	-4.0%	-4.7%
30	5.6%	2.2%	7.6%	?
31	14.7%	-1.3%	0.0%	23.1%
32	3.66µM*	3.26µM*	?	?
33	-1.7%	?	-0.1%	?
34	-7.6%	2.5%	3.6%	?
35	nt	nt	-4.3%	?
36	nt	nt	25.1µM*	0.1%

# Source: PubChem BioAssay (National Center for Advancing Translational Sciences (NCATS))
